Epigenetic derep – regulators of epigenetic silencing causing reporter derepression in mouse cells; murine LDR cells, GFP reporter derepression, 30 h; Potency, µM (highest dose often 53.9 µM), inactives show at the highest dose GFP activation, actives largely listed as activators; 280,000 compounds, 0.2% hits; AID 1865; active = well fitted activation curve with a large enough effect; inconclusive = small, poorly fitted or top-dose-only effect; note: % of control where 0% means no effect; nearly all actives have a fitted effect of over 60% in size
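Reporter derepression read as number of fluorescent GFP-positive objects, 20-120 um in size, counted by laser-scanning cytometer. Mouse LDR line with an epigenetically silenced CMV-GFP locus; compound incubation 30 h, 37 C.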
Starred values were filed as active, the others as inactive; ? = inconclusive. Potency is the fitted concentration of half-maximal effect.

item	smiles	Epigenetic derep
1	Cc1cc(C)cc(NC(=O)C2CC(=O)N(c3ccccc3)C2)c1 (centres undefined)	5.1%
2	COc1cc(OC)c(NC(=O)CC(C)S(=O)(=O)c2ccc3c(c2)NC(=O)CO3)cc1Cl (centres undefined)	-0.4%
3	CCCCN(CCCC)CCNC(=O)CN1C(=O)CSc2ccc(S(=O)(=O)N3CCOCC3)cc21	8.8%
4	COC(=O)c1ccccc1NC(=O)COCc1cc(-c2cccs2)on1	-1.2%
5	CCc1ccccc1NC(=O)c1ccc(=O)n(Cc2ccc(F)cc2)c1	0.0%
6	Cc1ccc2nc(N(Cc3cccnc3)C(=O)CCS(=O)(=O)c3ccccc3)sc2c1	-1.4%
7	Cc1cccc(CNC(=O)CN2C(=O)CCCc3ccccc32)c1	-0.4%
8	Cc1nnc(N2CCCC(C(=O)Nc3cccc(C(F)(F)F)c3)C2)c2nn(-c3ccccc3)c(C)c12 (centres undefined)	-1.1%
9	O=C(CN1C(=O)C2(SCC(=O)N2c2ccc(F)c(F)c2)c2ccccc21)Nc1cccc(Cl)c1 (centres undefined)	-1.3%
10	CCOc1ccccc1NC(=O)CSc1nc(=O)[nH]c2c1CCCC2	0.0%
11	CCN1CCN(CCCNC(=O)c2cc3c(=O)n(CC)c4ccccc4c3s2)CC1	0.8%
12	COc1ccc2cc(CNc3ccccc3)c(=O)n(CC(=O)Nc3ccc(C)cc3C)c2c1	5.7%
13	Cc1ccc(NC(=O)C2CCCN(S(=O)(=O)c3ccc4[nH]c(=O)ccc4c3)C2)cc1Cl (centres undefined)	2.8%
14	CC1CCCN(c2c(S(=O)(=O)c3ccccc3)cnc3ccc(Cl)cc23)C1 (centres undefined)	0.0%
15	Cc1ccc(CNC(=O)c2cnc(N3CCCC3)nc2C)cc1	-2.0%
16	CCOc1ccc(Nc2ncnc3c2c(-c2ccccc2)cn3-c2cccc(C)c2)cc1	0.6%
17	CC(Oc1ccccc1)C(=O)Nc1nnc2n1CCS2 (centres undefined)	1.1%
18	CCc1ccc(NC(=O)c2nnn(Cc3cccc(C(F)(F)F)c3)c2N)cc1	-2.2%
19	Cn1c(SCC(=O)Nc2ccccc2)nnc1-c1ccccc1	-1.1%
20	NS(=O)(=O)c1ccc(CCNC(=O)c2nc(SCc3ccccc3F)ncc2Cl)cc1	4.1%

Remaining list, next part:
item	smiles	Epigenetic derep
21	CCOC(=O)N1CCC2(CC1)OC(=O)C(C)=C2C(=O)NCc1cccc(OC)c1	-1.2%
22	Cc1ccc(CSc2nnc([C@@H](N)C(C)C)o2)cc1	-0.2%
23	CCOc1ccc(Nc2nc(C)c(NC(=O)c3ccc(C)cc3)c(Nc3ccc(OCC)cc3)n2)cc1	0.9%
24	CCOc1ccc(NC(=O)c2c(NCc3sccc3C)sc3c2CCCCC3)cc1	1.9%
25	CCC(=O)N1CCc2cc(Br)cc(S(=O)(=O)CCC(=O)NCc3ccccc3)c21	4.5%
26	COc1ccc(C)cc1NC(=O)Cn1cc(S(=O)(=O)N2CCC(C)CC2)c2ccccc2c1=O	7.2%
27	COc1ccc(S(=O)(=O)N(CC(=O)Nc2cccc(C(F)(F)F)c2)c2ccc(C)cc2)cc1	-0.1%
28	CCc1ccc(NC(=O)N2CCN(Cc3cc(=O)n4nc(-c5ccccc5OC)sc4n3)CC2)cc1	2.4%
29	CCOc1ccc(-c2nnc(SCC(=O)NCc3ccccc3Cl)o2)cc1	-2.8%
30	O=C(Nc1c2c(nn1-c1ccc(Cl)cc1)CS(=O)(=O)C2)c1cccc(F)c1	0.4%
31	O=C(Nc1sc2c(c1C(=O)Nc1ccc(Cl)cc1)CCCC2)c1cccs1	1.9%
32	O=C(Cn1c(SCCOc2ccccc2Cl)nc2ccccc21)N1CCOCC1	-4.2%
33	CCCCC(=O)Nc1cccc(-c2nc3ncccc3o2)c1C	-0.5%
34	Cc1cn2c(=O)c(S(=O)(=O)NCCc3ccc(Cl)cc3)c(C)nc2s1	-2.2%
35	CC(=O)Nc1nonc1-c1nnc(SCC(=O)Nc2ccccc2Cl)n1C	-0.5%
36	Cc1c(CNCc2ccc(Cl)cc2)c(C(=O)O)c(C)n1Cc1ccc(F)cc1	-1.0%
37	Cc1cc(C)cc(NC(=O)CSCn2nnc3c(=O)[nH]c(Cc4ccc(F)cc4)nc32)c1	5.6%
38	Cc1ccc2nc(NC(=O)c3cc(=O)c4cc(Cl)ccc4o3)sc2c1	-1.0%
39	O=C(Nc1ccccc1F)C(Cc1ccccc1)n1cccc1 (centres undefined)	1.4%
40	Cc1ccc(NC(=O)Cn2c(-c3nonc3N)nc3ccccc32)cc1C	-0.8%

Other entries follow.
item	smiles	Epigenetic derep
41	COc1ccc(C(=O)N(Cc2ccco2)Cc2ccc(C)o2)cc1	-0.9%
42	CCC1CN(C(=O)N2CCC(C(=O)NCc3ccc(C)o3)CC2)c2ccccc2O1 (centres undefined)	3.7%
43	COc1ccc(C2CC(=O)N(CC(=O)Nc3cccc(C)c3C)c3ccccc3S2)cc1OC (centres undefined)	0.8%
44	COc1ccccc1NC(=O)n1ncc2c(C)cccc21	-2.3%
45	O=C1CC(c2ccc(F)cc2)c2c(c3ccccc3[nH]c2=O)O1 (centres undefined)	0.8%
46	Cc1ccc(NC(=O)C2CCN(c3nn4c(=O)cc(C)nc4s3)CC2)cc1	2.1%
47	COc1ccccc1NC(=O)Cn1cc(C(=O)c2ccncc2)c(=O)c2cc(C)ccc21	-1.7%
48	Cc1oc2ncnc(N3CCCCC3)c2c1C(=O)N1CCN(c2ccc(Cl)cc2)CC1	2.5%
49	O=C(CSc1nccn1Cc1ccco1)Nc1ccc(OC(F)(F)F)cc1	0.8%
50	CCOc1cc(S(=O)(=O)NCCc2c(C)[nH]c3ccc(C)cc23)ccc1F	1.7%
51	COc1ccc(CCNC(=O)CCCCn2c(=O)c3ccccc3n(Cc3cccc(C)c3)c2=O)cc1OC	-1.8%
52	COC(=O)c1cccnc1-n1c(=O)c2cccnc2n(CC(=O)Nc2ccc(C)cc2C)c1=O	3.1%
53	Cc1nn2c(=O)cc(COC(=O)c3cccs3)nc2s1	1.5%
54	CN(C(=O)c1oc(=O)c2ccccc2c1-c1ccccc1)c1cccc(Cl)c1	-1.1%
55	C#CCn1c(=O)n(-c2cccc(Cl)c2C)c(=O)c2c3c(sc21)CN(C(C)=O)CC3	0.0%
56	Cn1nnc2c(NCc3ccccc3Cl)ncnc21	9.8%
57	CCOC(=O)C1=C(CN2CCN(CC)CC2)NC(=O)NC1c1ccc(Cl)cc1 (centres undefined)	1.7%
58	CCOC(=O)CSc1nc2sc3c(c2c(=O)n1-c1ccc(OC)cc1)CC(C(C)C)OC3 (centres undefined)	-2.1%
59	N#Cc1ccccc1Cn1c(=O)n(Cc2ccc(C(=O)NC3CCN(Cc4ccccc4)CC3)cc2)c(=O)c2ccccc21	-1.8%
60	O=C(Nc1ccc(NC(=O)c2cccs2)cc1)c1ccc(Cl)cc1	-0.8%

A portion of the results above, as a working copy:
item	smiles	Epigenetic derep
41	COc1ccc(C(=O)N(Cc2ccco2)Cc2ccc(C)o2)cc1	-0.9%
42	CCC1CN(C(=O)N2CCC(C(=O)NCc3ccc(C)o3)CC2)c2ccccc2O1 (centres undefined)	3.7%
43	COc1ccc(C2CC(=O)N(CC(=O)Nc3cccc(C)c3C)c3ccccc3S2)cc1OC (centres undefined)	0.8%
44	COc1ccccc1NC(=O)n1ncc2c(C)cccc21	-2.3%
45	O=C1CC(c2ccc(F)cc2)c2c(c3ccccc3[nH]c2=O)O1 (centres undefined)	0.8%
46	Cc1ccc(NC(=O)C2CCN(c3nn4c(=O)cc(C)nc4s3)CC2)cc1	2.1%

Other compounds follow.
item	smiles	Epigenetic derep
61	COc1cccc(N2CC(NC(=O)c3cccc(OC)c3OC)CC2=O)c1 (centres undefined)	1.0%
62	CCc1ccc(NC(=O)Cn2c(=O)n(CCC(=O)NCCc3ccc(Cl)cc3)c(=O)c3ccccc32)cc1	-1.8%
63	Cn1c(Oc2ccc(Cl)cc2)nc2c1c(=O)n(Cc1ccc(F)cc1)c(=O)n2C	1.2%
64	CCCCCN1C(C(=O)c2ccccc2)=C(NC(=O)c2ccc(C)cc2)c2ccccc2S1(=O)=O	-1.0%
65	CCOc1ccc(Nc2cc(C)nc3nncn23)cc1	-0.1%
66	COc1ccccc1N(CC(=O)NCCSCc1ccc(Cl)cc1)S(C)(=O)=O	-1.1%
67	COc1cc2c(c(OC)c1)C(c1cccc(F)c1F)CC(=O)N2 (centres undefined)	-1.6%
68	O=C1CCc2cc(S(=O)(=O)NC(C(=O)Nc3ccc(F)cc3)c3ccccc3)ccc2N1 (centres undefined)	1.1%
69	Cc1nn(-c2ccccc2)c2sc(C(=O)Nc3cccc(O)c3)cc12	-1.1%
70	CC(=O)c1c(C)oc2c1cc(NS(=O)(=O)c1c(C)cc(C)cc1C)c1ccccc12	0.0%
71	O=C(Cn1ncc2c3ccccc3n(Cc3ccc(Cl)cc3)c2c1=O)NCc1ccccn1	-3.2%
72	CC1=C(C(=O)Nc2cccc(C(F)(F)F)c2)C2(CCCCC2)OC1=O	2.2%
73	CCOC(=O)c1c(NC(C)=O)c2c3c(sc2n1Cc1cccc(Cl)c1)CCCC3	14.9%
74	CCOc1ccc(CCNC(=O)c2nn(-c3ccc(OC)cc3)c(=O)c3c2c2ccccc2n3C)cc1OCC	11.8%
75	COc1ccc(C(=O)c2sc(Nc3cc(Cl)ccc3C)nc2N)cc1OC	-4.6%
76	COc1ccc(NC(=O)Cn2c(=O)c(-c3cc(C)ccc3NC(C)=O)nc3ccccc32)c(OC)c1	1.7%
77	Cn1c(=O)c2c(-c3ccc(Br)cc3)n(CCc3ccccc3)cc2n(C)c1=O	-3.4%
78	Cc1cc(=O)n(CC(=O)Nc2cccc([N+](=O)[O-])c2)c(-n2nc(C)cc2C)n1	2.4%
79	CCOc1ccccc1CNC(=O)c1ccc(CS(=O)Cc2cccc(Cl)c2)o1 (centres undefined)	-3.3%
80	CCOc1ccc(C2C(=O)N(C3CCCCC3)CC(=O)N2CCC2=CCCCC2)cc1OC (centres undefined)	5.1%

Some of the entries so far, field by field.
75) COc1ccc(C(=O)c2sc(Nc3cc(Cl)ccc3C)nc2N)cc1OC
  Epigenetic derep = -4.6%
79) CCOc1ccccc1CNC(=O)c1ccc(CS(=O)Cc2cccc(Cl)c2)o1 (centres undefined)
  Epigenetic derep = -3.3%

(listing goes on)
item	smiles	Epigenetic derep
81	Cc1ccc(NC(=O)c2nc(-c3ccncc3)no2)c(Cl)c1	1.4%
82	Cc1cc(Br)ccc1NC(=O)c1cc2c(=O)n(C)c3cc(Cl)ccc3c2s1	-1.7%
83	CCOC(=O)N1CCc2c(sc(NCc3ccc(OCC)cc3)c2C(=O)Nc2ccc(OC)cc2OC)C1	0.8%
84	COc1cc(Cl)c(C)cc1NC(=O)CCc1nc2cccnc2n1Cc1cccs1	-2.0%
85	CCN(CC)C(=O)c1sc2c(c1C)c(=O)n(Cc1ccccc1)c(=O)n2Cc1c(C)cc(C)cc1C	-0.5%
86	CCC(=O)Nc1cc(-c2cccc(C)c2)nn1-c1ccccc1	-2.7%
87	O=C(c1ccc2c(c1)N(Cc1cccc(F)c1)C(=O)c1ccccc1S2)N1CCOCC1	-0.2%
88	CCn1ccc2cc(S(=O)(=O)N3CCCN(C(=O)NCCOC)CC3)ccc21	-1.7%
89	CCCN(c1ccc(C(C)C)cc1)S(=O)(=O)c1ccc2c(c1)oc(=O)n2CC(=O)OCC	-1.1%
90	Cc1ccc(NC(=O)C(=O)NCC(c2cccnc2)N2CCN(Cc3ccccc3)CC2)cc1 (centres undefined)	2.5%
91	COc1ccc2nc3oc(C(=O)N(C)c4ccc(Cl)cc4)cc3cc2c1	8.5%
92	CCOCN(C(=O)Cn1c(C)nc2ccccc21)c1c(C)cccc1CC	10.7%
93	COc1ccc(-c2onc(C)c2C)cc1S(=O)(=O)N1CCc2ccccc21	-1.0%
94	Cn1c(SCc2ccc(C(F)(F)F)cc2)nc2c([nH]c3ccccc32)c1=O	5.6%
95	CCOCCCNC(=O)c1c(NC(=O)Cc2coc3ccc(C)cc23)sc2c1CCC2	-1.9%
96	Cc1oc(-c2ccc(Cl)cc2)nc1CN1CCCC(C(=O)NCc2ccccc2)C1 (centres undefined)	0.0%
97	COC(=O)c1cc2oc3ccccc3c2n1Cc1c(C)cc(C)cc1C	0.0%
98	CCN(CC)CCCNC(=O)c1ccc2c(c1)sc1nc(-c3ccc(C)cc3)cn12	0.0%
99	COc1ccccc1-c1noc(CCCC(=O)Nc2cccc(C(F)(F)F)c2)n1	-0.2%
100	Cc1ccc(NC(=O)CSc2nc3ccc(NC(=O)COc4ccc(C)cc4)cc3s2)cc1	0.0%

Following part.
item	smiles	Epigenetic derep
101	COc1ccc(-c2cc(C(F)(F)F)nc(SCC(=O)NCCc3ccccc3)n2)cc1OC	1.9%
102	O=C(c1ccco1)N(Cc1cccnc1)c1nc2ccc(F)cc2s1	3.0%
103	Cc1ccc2nc(-c3ccc(Cl)c(NC(=O)c4cccnc4)c3)oc2c1	0.0%
104	COc1ccc(CCNC(=O)c2oc(=O)c3ccccc3c2-c2ccccc2)cc1OC	-0.7%
105	Cc1nn(C(C)C(=O)Nc2ccc(C(C)C)cc2)c(=O)c2c1sc1ccccc12 (centres undefined)	1.0%
106	O=C(NC1CC1)c1ccc(Cn2c(SCc3cccc(F)c3)nc3cccnc32)cc1	-1.2%
107	COc1ccccc1-c1cc2nc(C)c(CCC(=O)NCCc3ccc(SC)cc3)c(C)n2n1	-1.1%
108	Cc1ccc2nc(NC(=O)c3ccc(S(=O)(=O)N4CCC(C)CC4)cc3)sc2c1	10.4%
109	Cc1cc(C(=O)C(=O)Nc2nncs2)c(C)n1-c1ccc(Cl)cc1	?

An excerpt. The share of hits here may be higher or lower than overall.
